# M1 ag parental: counter-screen for M1 agonists: effect in parental CHO-K1 cells | Fluo-8 calcium fluorescence; scaled to maximal ATP response, vehicle zero | activation, % at 3 µM | 0.48% of 360,000 active | AID 602248, 2012; in the data active means activation above about 15%;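 further: untransfected CHO-K1 host cells lacking M1 receptor as counterscreen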
# OXTR ag: human OXTR agonists, primary screen, fluorescence, CHO-OTR cells, Fluo-8 calcium | 0.32% of 320,000 active | AID 2435, 2010 | activation, % at 3 µM | Fluo-8 calcium fluorescence; normalized: DMSO 0%, oxytocin 100%;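 active means activation above the mean of all tested compounds plus 3 SD, cutoff set per screening run, cut at about 20% in these data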;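 further: peak over basal fluorescence ratio from a 100 s FLIPR kinetic read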
# Target sequence (P30559 whole entry, looked up): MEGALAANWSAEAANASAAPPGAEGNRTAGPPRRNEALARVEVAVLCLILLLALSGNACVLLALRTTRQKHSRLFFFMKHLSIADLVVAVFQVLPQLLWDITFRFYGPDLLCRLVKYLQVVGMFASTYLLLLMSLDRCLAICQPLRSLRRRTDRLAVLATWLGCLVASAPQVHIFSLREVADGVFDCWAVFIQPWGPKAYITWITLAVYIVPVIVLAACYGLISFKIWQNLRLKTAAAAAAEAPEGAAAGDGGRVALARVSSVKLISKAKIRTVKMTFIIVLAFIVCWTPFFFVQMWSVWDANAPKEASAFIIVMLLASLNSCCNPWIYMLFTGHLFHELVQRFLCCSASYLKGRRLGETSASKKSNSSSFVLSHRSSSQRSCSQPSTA
# OXTR potentiator: human OXTR potentiators, primary screen, fluorescence, CHO-OTR cells, Fluo-8 calcium | AID 2445, 2010 | 0.061% of 320,000 active | Fluo-8 calcium fluorescence, potentiator mode; 0% = oxytocin EC15, 100% = EC100 | Oxytocin receptor (Homo sapiens), P30559 | activation, % at 3 µM;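 active means activation above that plate's cutoff, the mean activation of tested compounds plus 3 SD, cut at about 6.6% in these data, passing the limit was not always enough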;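 further: 100% uses oxytocin at 75 nM as the full agonist control; some results filed as inactive read as strong as hits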
#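 Material: human OTR in CHO cells. Compound: 3.0 µM, one dose. Timing: compound 6 min at room temperature before oxytocin, 100 s read. Evaluation: % activation of max/min ratio relative to oxytocin controls. Replication: single well per compound, singlicate. Signal: Fluo-8 calcium dye fluorescence.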
# TAAR1 antag: human TAAR1 antagonists, primary screen, Fluo-8 calcium fluorescence, CHO RD-HGA16 cells. Trace amine-associated receptor 1 (Homo sapiens), Q96RJ0. 1.5% of 360,000 active. antagonist. inhibition, % at 3 µM;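 active means inhibition above a per-plate cutoff, the mean inhibition of test compounds on that plate plus 3 SD, cut at about 49% in these data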;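 further: 0% = DMSO plus EC80 beta-PEA response and 100% = DMSO alone without agonist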
#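 System: CHO RD-HGA16 cells bearing hTAAR1. Reagent: EC80 β-phenethylamine stimulus. Schedule: seeding 17-24 h prior, 75-min 37 °C, 30-min RT dye loading. Signal: Fluo-8 intracellular calcium dye fluorescence, real-time kinetic reads. Read-out: % inhibition from peak post-agonist over basal fluorescence ratio. Benchmarks: vehicle wells and EC80 agonist wells. Replicates: n of 1.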
# V1R ag counter: agonists of human V1a receptor, primary screen, counter-screen for OXTR agonist project, fluorescence, CHO-V1R cells | Fluo-8 calcium fluorescence, agonist mode; 0% DMSO, 100% 3 nM vasopressin | activation, % at 3 µM | 0.25% of 320,000 active | AID 2797, 2010;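 active means activation above the mean activation of all tested compounds plus 3 SD, per screening run, cut at about 20% in these data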;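 further: signal is peak over basal fluorescence ratio across a 100 second FLIPR read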
# Target sequence (P37288 whole entry, looked up): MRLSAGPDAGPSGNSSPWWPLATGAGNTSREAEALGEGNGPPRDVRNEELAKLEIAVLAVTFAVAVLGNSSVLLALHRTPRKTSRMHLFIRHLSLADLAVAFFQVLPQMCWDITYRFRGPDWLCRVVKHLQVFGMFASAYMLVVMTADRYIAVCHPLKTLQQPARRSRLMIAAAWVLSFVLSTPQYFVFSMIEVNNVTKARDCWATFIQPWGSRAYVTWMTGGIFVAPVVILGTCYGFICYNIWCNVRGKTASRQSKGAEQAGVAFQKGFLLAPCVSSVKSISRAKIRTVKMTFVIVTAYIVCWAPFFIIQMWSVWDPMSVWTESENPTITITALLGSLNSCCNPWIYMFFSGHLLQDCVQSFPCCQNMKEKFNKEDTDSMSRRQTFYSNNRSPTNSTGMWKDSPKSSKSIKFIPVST
# CHO-K1 Ca PAM: nonselective calcium activators in parental CHO-K1 cells, primary screen, counter-screen for M1 PAM project, cell-based, Fluo-8 calcium fluorescence, full deck, 1536-well; AID 602247, 2012; 0.02% of 360,000 active; ATP EC20; 0% at ATP EC20, 100% at ATP max; activation, % at 3 µM;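 active means activation above the run cutoff, the mean activation of all test compounds plus 3 SD, cut at about 40% in these data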;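 further: peak over basal fluorescence ratio in a 140 s read after ATP addition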
# CHO-K1 Ca antag: counter-screen for M1 antagonists: effect in parental CHO-K1 cells; ATP-induced calcium, Fluo-8 fluorescence; inhibition, % at 3 µM; 0.6% of 360,000 active;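 active means inhibition above a per-plate cutoff, the plate's mean sample inhibition plus 3 SD, cut at about 24% in these data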;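 further: 0% = DMSO plus EC80 ATP and 100% = DMSO alone without ATP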
# CHO parental Ca: ATP-evoked calcium signal inhibitors, parental CHO, primary screen, counter-screen for OX1R antagonist project, cell-based, fluorescence, Fluo-8 calcium dye | parental CHO-K1, ATP-induced calcium, Fluo-8 fluorescence | inhibition, % at 5.6 µM | 0.63% of 330,000 active | AID 463079, 2010;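 active means inhibition above that plate's mean sample inhibition plus 3 SD, cut at about 26% in these data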;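 further: 0% = ATP-challenged DMSO wells and 100% = DMSO wells without ATP; some compounds past the cut are filed as inactive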
#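 Assay system – parental CHO cells · Reagent – ATP stimulus · Detection – intracellular calcium via Fluo-8 no-wash fluorescent dye · Evaluation – percent inhibition of ATP-evoked calcium rise, normalized to controls · Controls – ATP wells versus no-ATP DMSO wells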
# GPR7 antagonist: GPR7 receptor antagonists, primary screen, cell-based, fluorescence, single concentration. AID 1861, 2009. GPR7-expressing cells, fluorescence antagonist assay. 1.1% of 290,000 active. inhibition, % at 4.4 µM; in the data active means inhibition above about 16%, passing the limit was not always enough;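 further: cells stimulated with the agonist NPW; 0% = agonist with vehicle and 100% = vehicle without agonist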
# The depositor's hits bear a star; · = no result given.
molecule,M1 ag parental,OXTR ag,OXTR potentiator,TAAR1 antag,V1R ag counter,CHO-K1 Ca PAM,CHO-K1 Ca antag,CHO parental Ca,GPR7 antagonist
O=C(CCn1nnc2ccccc21)OCC(=O)c1ccc([N+](=O)[O-])cc1,1.1,1.4,-0.6,-8.2,1.1,13.9,-8.0,10.7,-0.5
O=C(COc1ccccc1)NC(=S)Nc1cccc([N+](=O)[O-])c1,0.7,1.7,-3.2,14.4,1.7,0.7,4.9,-3.5,-14.2
Fc1ccc(-n2cc(CNCCc3ccccn3)c(-c3ccccc3Cl)n2)cc1,1.7,4.0,-6.5,-13.4,12.3,15.6,-6.8,-18.3,15.5
Oc1ccc2ccccc2c1C=NC1CCCCC1,-0.5,0.3,-4.0,-11.8,0.6,-13.7,12.7,-4.8,-8.9
Cc1cccc2cc(CN(Cc3cccs3)S(=O)(=O)c3ccc4c(c3)OCCO4)c(=O)[nH]c12,1.0,-0.5,-10.4,42.6,0.8,22.3,-10.4,-4.0,-3.8
CC(C)(C)c1ccc(C(=O)C2CCCN(C(=O)CN3CCCC3=O)C2)cc1 (stereo not drawn),2.9,-0.3,-8.2,-6.2,3.5,22.6,2.2,-11.8,-22.3
O=C(Nc1ccc(Cl)cc1)Nc1nc(-c2sccc2Br)cs1,2.7,0.8,-6.0,23.5,1.3,15.1,9.1,20.1,-1.2
OCCC1CN(Cc2cccc3nonc23)CCN1C1CCCCC1 (stereo not drawn),-0.4,1.6,2.5,-18.6,0.7,3.8,-1.9,-7.9,-1.1
O=C(Cn1nc(C(=O)O)c2ccccc2c1=O)Nc1ccc(Br)cc1,2.2,3.8,-10.4,-18.2,4.6,19.6,-13.3,-6.8,-13.8
COc1ccc(C(=O)NCC(c2ccco2)N2CCc3ccccc32)cc1OC (stereo not drawn),-0.6,-1.8,-6.8,-40.2,-1.0,12.9,-7.3,-27.6,·
Cc1onc(-c2ccccc2Cl)c1C(=O)N1CCc2ccccc2C1,1.8,-1.1,-3.4,1.0,-0.4,13.9,-15.6,-16.8,-3.8
COCCNC(=S)NNC(=O)c1ccc(-n2cnnn2)cc1,2.2,1.7,-15.7,-20.0,-0.6,1.5,-11.9,-10.6,-16.4
Nn1c(C2CCCCC2)nc2ccccc2c1=O,0.3,5.2,-3.1,-19.9,-0.8,11.3,-18.9,-6.5,-11.1
FC(F)(F)Oc1ccccc1C(c1nnnn1Cc1ccccc1)N1CCN(C/C=C/c2ccccc2)CC1 (stereo not drawn),-0.1,·,·,-21.4,·,-8.3,-6.2,·,·
COc1ccc(OC)c(CN2CCN(C(=O)c3ccco3)CC2)c1,-0.3,-0.2,2.7,-1.9,-0.3,-8.2,3.6,-10.6,-14.7
COc1ccc(CCN=Cc2ccc(O)cc2)cc1OC,0.8,-0.1,-9.5,-10.4,4.0,14.9,-20.7,-6.4,-16.4
O=C(C[C@H]1C/C=C\CC[C@@H](Cc2ccc(F)cc2)C(=O)OC[C@H]2CCCN2C1=O)N[C@H](CO)Cc1ccccc1,3.8,0.7,-4.6,6.6,0.3,15.7,-0.7,-18.5,·
CCCCOC1CC(c2ccc(OCc3ccc(OC)cc3)c(OC)c2)N(C)O1 (stereo not drawn),1.0,-1.6,-2.8,5.7,-0.6,-11.3,11.7,-14.2,-6.0
Cc1noc(NC(=O)c2ccc(F)cc2)c1C#N,1.3,1.9,-7.6,1.4,2.0,-7.2,6.9,0.7,-8.6
OCCN1CCN(c2nc(N3CCCCC3)nc(N3CCCCC3)n2)CC1,0.8,1.8,1.2,-3.3,3.1,8.8,-4.6,-14.9,-4.3
COc1cccc(NC(=O)N(C)C[C@H]2Oc3cc(Br)ccc3S(=O)(=O)N([C@H](C)CO)C[C@H]2C)c1,0.3,·,·,-6.3,·,-7.1,27.8*,·,·
COc1ccc(Nc2nc(-c3c(C)nc4ncccn34)cs2)cc1,1.3,·,·,-7.4,·,-3.1,3.8,·,9.7
CCCCCNC(=O)c1cn(CC)c2cc(N3CCN(C)CC3)c(F)cc2c1=O,1.4,2.5,-14.0,-18.1,3.3,7.8,-13.6,4.8,17.4
CCn1cc(-c2cc(C(F)(F)F)n3nc(C(=O)O)cc3n2)c(C)n1,0.5,0.0,-3.9,4.9,0.2,18.9,-8.2,-4.8,-1.3
Cc1ccc(S(=O)(=O)N2CCOCC2)cc1C(=O)Nc1ccc(-c2cn3ccsc3n2)cc1,4.5,0.1,-9.5,73.7*,2.4,15.3,-5.2,8.3,1.9
CCn1cnc2c(Nc3cc(F)cc(F)c3)nc(C#N)nc21,-0.1,-0.1,-5.3,-5.9,-0.6,-7.6,-0.7,-9.8,·
COC(=O)CN(C)C(=O)c1ccc2nc(Cc3cccc(Cl)c3)oc2c1,0.7,-0.1,-7.8,-13.4,1.6,4.4,-1.0,1.8,-2.8
Cn1c(=O)n(C/C=C/c2ccccc2)c(=O)c2c1nc1n2CCCN1c1ccc(F)cc1,0.1,-0.9,-0.5,6.3,0.0,5.6,-2.1,-12.7,-5.8
CCOc1ccc2nc(SCc3ccc(F)cc3)sc2c1,-0.3,-0.5,-3.2,-10.8,-0.7,-13.1,16.0,-14.5,-2.1
O=C(OCc1ccccc1)N1CCCC1/C=C/CN1CCOCC1 (stereo not drawn),0.4,-0.3,-4.9,-10.4,-0.7,16.9,-15.3,-3.5,0.0

# 3 compounds already listed, sorted by the value under OXTR potentiator, highest first.
SMILES | OXTR potentiator
Cn1c(=O)n(C/C=C/c2ccccc2)c(=O)c2c1nc1n2CCCN1c1ccc(F)cc1 | -0.5
O=C(CCn1nnc2ccccc21)OCC(=O)c1ccc([N+](=O)[O-])cc1 | -0.6
COc1ccc(C(=O)NCC(c2ccco2)N2CCc3ccccc32)cc1OC (stereo not drawn) | -6.8

# Profiles, quoted from the list:
# Record of FC(F)(F)Oc1ccccc1C(c1nnnn1Cc1ccccc1)N1CCN(C/C=C/c2ccccc2)CC1 (stereo not drawn) : M1 ag parental: -0.1; OXTR ag: ·; OXTR potentiator: ·; TAAR1 antag: -21.4; V1R ag counter: ·; CHO-K1 Ca PAM: -8.3; CHO-K1 Ca antag: -6.2; CHO parental Ca: ·; GPR7 antagonist: ·
# Record of Cn1c(=O)n(C/C=C/c2ccccc2)c(=O)c2c1nc1n2CCCN1c1ccc(F)cc1 : M1 ag parental: 0.1; OXTR ag: -0.9; OXTR potentiator: -0.5; TAAR1 antag: 6.3; V1R ag counter: 0.0; CHO-K1 Ca PAM: 5.6; CHO-K1 Ca antag: -2.1; CHO parental Ca: -12.7; GPR7 antagonist: -5.8

# Going on with the list:
molecule,M1 ag parental,OXTR ag,OXTR potentiator,TAAR1 antag,V1R ag counter,CHO-K1 Ca PAM,CHO-K1 Ca antag,CHO parental Ca,GPR7 antagonist
Nc1ccn([C@@H]2O[C@H](C(=O)N3CCCN(Cc4cccs4)CC3)[C@@H](O)[C@H]2O)c(=O)n1,0.5,·,·,-7.5,·,4.4,-5.7,·,·
CCc1nc2c(OCc3ccc(C(F)(F)F)cc3)cccn2c1N(C)C(=O)c1ccco1,1.2,·,·,-12.9,·,11.8,-10.3,·,·
O=C(CN1CCCC1)Nc1ccccc1Cl,0.1,-0.7,-0.6,5.2,-0.6,7.3,-9.4,-3.7,13.7
Oc1ccc(C[C@H]2CNC(=S)N2CC2CCCN2C[C@H](Cc2ccccc2)N2C[C@H](Cc3ccc(O)cc3)N(CC3CCCCCC3)C2=S)cc1 (stereo partly drawn),-0.4,·,·,-6.8,·,-11.7,13.6,·,·
O=C(CS(=O)c1ccc(F)cc1)Nc1ccccc1Cl (stereo not drawn),5.3,-0.1,-2.2,-10.0,0.1,22.5,-0.8,-13.2,-9.3
Cc1ccc(NC(=O)c2c([N+](=O)[O-])cnn2C)cc1C,-0.2,-1.3,-5.6,-7.3,0.1,0.5,-18.5,-17.1,3.6
COc1cccc(CN(C)C(=O)Cc2ccc(OC)c(S(=O)(=O)N3CCOCC3)c2)c1,1.1,-0.2,2.6,-11.4,3.0,-10.4,-3.7,-10.5,·
COc1cc(CNc2ccc(O)cc2)cc(Br)c1OCc1ccccc1F,-1.1,-3.5,-3.0,·,-1.3,2.2,10.5,2.3,-13.0
CCC(=O)NNc1cc(=O)c2c(=O)n(C)c(=O)n(C)c2[nH]1,2.6,-0.2,-0.2,1.9,0.6,10.8,-2.6,-13.7,3.5
Cc1nc2c3ccccc3n(CC#N)c(=O)n2n1,3.2,0.3,-3.7,-7.5,0.0,28.6,-6.9,-4.4,-5.9
O=C(COC(=O)c1ccccc1NS(=O)(=O)c1ccc(Cl)cc1)NCc1ccccc1,0.0,7.0,-15.0,5.9,9.0,-6.9,5.5,-8.6,-1.9
O=C(NNC(=O)c1cccnc1SCc1cccc([N+](=O)[O-])c1)c1ccccn1,1.8,1.8,-3.6,11.8,2.5,6.6,-2.0,-12.1,-4.7
O=C(NCc1ccco1)/C(=C\c1cccs1)NC(=O)c1ccccc1,0.4,0.8,-3.1,-10.4,0.7,13.0,-12.3,-5.4,-18.7
COc1ccc(N(C(=O)COc2cccc(C)c2)S(=O)(=O)c2ccc(C)cc2)cc1,1.9,-1.7,-10.4,-29.9,0.2,19.6,-3.1,-5.0,-7.2
COC(=O)c1ccccc1NC(=O)Cn1c(SC)c(F)cnc1=O,0.6,0.7,0.4,8.7,-0.4,-1.3,10.4,-2.0,0.0
CC1CCN(S(=O)(=O)c2ccc3c(ccn3CCC(=O)N3CCCCC3)c2)CC1,4.0,7.1,-6.3,14.9,6.8,17.6,-6.7,-19.5,9.8
CCOc1ccc(-c2nc(N)ncc2Oc2ccccc2Br)c(O)c1,0.0,0.5,-3.2,1.7,0.6,21.6,-10.1,-4.0,-18.6
CN(CC(=O)Nc1cccc(F)c1)CC(=O)Nc1cc(S(=O)(=O)N2CCOCC2)ccc1Cl,12.9,8.1,-11.0,41.1,9.6,-5.9,-10.7,-20.6,·
CCSc1nnc(-c2ccncc2)o1,0.1,1.6,-0.5,-2.2,1.1,8.4,-4.2,-2.5,10.5

# Taken from above.
# `Cc1nc2c3ccccc3n(CC#N)c(=O)n2n1` – M1 ag parental = 3.2
# `CCc1nc2c(OCc3ccc(C(F)(F)F)cc3)cccn2c1N(C)C(=O)c1ccco1` – TAAR1 antag = -12.9
# `COc1ccc(N(C(=O)COc2cccc(C)c2)S(=O)(=O)c2ccc(C)cc2)cc1` – OXTR ag = -1.7
